PRMT1 inh – blocks human protein arginine methyltransferase 1. recombinant PRMT1, activity-based probe fluorescence polarization. inhibition, % at 2.79 µM. 370,000 compounds, 1.3% hits;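 active means inhibition above about 21% made by adding two undisclosed values, limit read from the data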
TDP2 inh – blocks human TDP2 phosphodiesterase activity. inhibition, % at 12.8 µM. recombinant TDP2, T5PNP hydrolysis, p-nitrophenol absorbance 415 nm. 370,000 compounds, 0.34% hits. O95551;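 active means inhibition above the mean of all tested compounds plus 3 SD, set per campaign, cut at about 25% in these data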;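 further: 0% = DMSO with enzyme and 100% = buffer with substrate but no TDP2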
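System – recombinant human TDP2 · Amount – 120 nM TDP2 per well · Buffer or medium – Mg2+-containing Tris-HCl buffer, pH 7.5 · Reagent – T5PNP substrate, 5 mM · Dosing – 12.8 µM single point, 1% DMSO · Incubation – 2 h at 37 °C · Measured by – epi absorbance · Read-out basis – percent inhibition · Benchmarks – high control without enzyme, low control DMSO plus TDP2 · Repeats – singlicate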
MBD2 DNA inh – blocks human MBD2 binding to methylated DNA; AID 686964; 370,000 compounds, 0.31% hits; Q9UBB5; inhibition, % at 4.4 µM; TR-FRET, MBD2 binding to methylated oligonucleotide; in the data active means inhibition above about 13%
LEDGF integ inh – blocks HIV-1 LEDGF/p75-dependent DNA integration; TR-FRET IN-LEDGF/p75 DNA integration, Eu/Cy5; inhibition, % at 3.7 µM; 370,000 compounds, 0.64% hits;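 active means inhibition above the screen-wide mean plus 3 SD, cut at about 13% in these data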;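 further: signal is the Cy5 over europium emission ratio at 671 and 618 nm; 0% = plate median of compound wells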
Tn7 DDE FP – DD(E)-Tn7 binding inhibition, primary FP screen. AID 720508. P02675. inhibition, % at 8.3 µM. 370,000 compounds, 0.13% hits. FP displacement of FITC-Tn7 peptide from fibrin DD(E); 0% = median of compound wells per plate;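 active means inhibition above the mean of compounds falling within the control limits plus 3 SD of them, cut at about 14% in these data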;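 further: 0% = plate median of compound wells and 100% = 10 µM Aha-Tn7 peptide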
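Assay system: human fibrin DD(E). Input: DD(E) 2 µM final. Medium: Tris buffer with calcium and detergent, pH 7.8. Compound dosing: single point at 8.3 µM. Timing: 10 min plus 3 h, room temperature. Technique: fluorescence polarization of the labelled Tn7 tracer. Read-out: percent inhibition. Replicates: singlicate testing.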
TCR CD3 inh – human TCR-CD3 binding inhibition | TAMRA-labeled TCR probe fluorescence, biochemical | inhibition, % at 9.4 µM | 360,000 compounds, 0.37% hits; in the data active means inhibition above about 19%;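 further: recombinant mutant TCR 2C K166C tagged with TAMRA read by polarization; 0% = receptor in buffer alone and 100% = receptor with positive control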
proKLK7 act – activates the human kallikrein-7 zymogen. purified proKLK7, EDANS-DABCYL substrate fluorescence; 100% is mature enzyme control, 0% vehicle. activation, % at 7 µM. 370,000 compounds, 0.9% hits. AID 652039;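 active means activation above the mean of all tested compounds plus 3 SD, computed per campaign excluding outliers beyond control limits, cut at about 13% in these data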
Target sequence (P49862 whole entry, looked up): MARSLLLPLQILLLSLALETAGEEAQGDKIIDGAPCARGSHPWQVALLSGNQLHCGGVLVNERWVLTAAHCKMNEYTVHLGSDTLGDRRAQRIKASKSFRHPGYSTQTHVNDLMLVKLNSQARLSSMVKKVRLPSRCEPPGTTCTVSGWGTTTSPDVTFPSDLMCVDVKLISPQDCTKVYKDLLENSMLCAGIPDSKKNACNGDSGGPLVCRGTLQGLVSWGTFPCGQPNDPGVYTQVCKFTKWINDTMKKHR
DDE Tn6 FP inh – disrupts Tn6 cyclic peptide binding to fibrin D-Dimer-E complex. P02675. Fibrin DD(E) TRITC-Tn6 fluorescence polarization displacement. inhibition, % at 8.3 µM. 370,000 compounds, 0.21% hits;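 active means inhibition above a per-campaign cutoff: mean of compounds within control limits plus 3 SD, cut at about 15% in these data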;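 further: 0% = median of all compound wells on the plate and 100% = blocking peptide control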
UHRF1 binding – UHRF1 methyl-DNA binding inhibition. Q96T88. UHRF1 binding to methylated oligo, TR-FRET. inhibition, % at 4.4 µM. 370,000 compounds, 0.75% hits. AID 687016; in the data active means inhibition above about 21%;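 further: UHRF1 SRA domain binding a hemimethylated CpG hairpin DNA probe; 0% = median of test compound wells and 100% = reference inhibitor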
SIAE inh – inhibitors of human sialic acid acetylesterase SIAE | 370,000 compounds, 0.69% hits | AID 1053197 | Q9HAT2 | SIAE FP-Rh probe binding, fluorescence polarization | inhibition, % at 9.66 µM;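 active means inhibition above a cutoff: mean of compounds within the control limits plus 3 SD of those, cut at about 17% in these data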;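 further: 0% = plate median of compound wells and 100% = probe without SIAE protein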
Target sequence (Q9HAT2 whole entry, looked up): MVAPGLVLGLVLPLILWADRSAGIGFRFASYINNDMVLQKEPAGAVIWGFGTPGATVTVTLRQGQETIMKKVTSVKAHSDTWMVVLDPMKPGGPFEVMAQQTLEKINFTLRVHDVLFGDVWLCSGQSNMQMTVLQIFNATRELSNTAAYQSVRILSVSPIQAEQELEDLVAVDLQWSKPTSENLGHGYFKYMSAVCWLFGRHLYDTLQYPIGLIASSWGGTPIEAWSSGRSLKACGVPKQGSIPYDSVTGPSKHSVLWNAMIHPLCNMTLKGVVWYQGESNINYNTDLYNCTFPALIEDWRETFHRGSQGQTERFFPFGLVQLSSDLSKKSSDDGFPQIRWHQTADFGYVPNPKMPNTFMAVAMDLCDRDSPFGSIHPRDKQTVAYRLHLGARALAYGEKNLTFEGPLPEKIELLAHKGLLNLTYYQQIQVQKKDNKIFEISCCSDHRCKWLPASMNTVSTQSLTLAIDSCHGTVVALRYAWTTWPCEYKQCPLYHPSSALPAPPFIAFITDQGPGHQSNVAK
An asterisk follows results filed as active; . = not tested or not shown.

SMILES	PRMT1 inh	TDP2 inh	MBD2 DNA inh	LEDGF integ inh	Tn7 DDE FP	TCR CD3 inh	proKLK7 act	DDE Tn6 FP inh	UHRF1 binding	SIAE inh
COc1ccc(/C=N/NC(=O)c2ccco2)cc1COc1ccc(F)cc1	2	-12	10	-2	5	0	-18	-9	0	-9
Cc1ccc(S(=O)(=O)N(C)C)cc1NC(=O)COC(=O)Cc1cccs1	-1	0	-6	4	-9	4	-0.7	2	-4	-4
COC(=O)CNC(=O)COC(=O)c1cc(SC)ccc1Cl	-3	-9	4	-1	-10	1	-0.6	8	-2	4
Cc1cc(C)c2cc(C)c3nnc(SCC(=O)NCc4ccc5c(c4)OCO5)n3c2c1	-2	1	-3	-2	2	7	-0.5	-2	2	7
Cc1ccc(OCc2nnc(SCC(=O)c3ccc(-c4ccccc4)cc3)n2Cc2ccco2)cc1	6	-3	1	1	-4	.	-1.1	3	-1	-10
Cc1ccc(C(=O)OCc2cn(-c3ccccc3)nn2)cc1	-3	8	3	-1	3	5	0.7	-4	0	3
Cc1c(NC(=O)c2cc3nc(-c4ccccc4)cc(C)n3n2)c(=O)n(-c2ccccc2)n1C	5	-5	-5	-1	7	-3	2.5	5	2	-1
O=C(NN=C1CCCC1)c1ccccc1OCc1ccc(Cl)cc1	1	3	5	0	-6	0	0.1	-6	1	3
C[C@H](NC(=O)c1cc2cc(Cl)ccc2n1C)C(=O)N[C@@H](Cc1ccccc1)C(=O)O	4	-8	4	-2	-7	-5	0.5	-6	-1	-6
c1ccc(CCNCCCOc2cccc3ccccc23)cc1	4	6	2	-4	8	4	-0.4	1	0	-2
COc1ccc(-n2c(-c3ccc(Br)cc3)c[n+]3c2CCCCC3)cc1	-5	0	1	-2	2	5	-0.1	-7	1	4
CCn1c(SCC(=O)NCc2ccco2)nc2c1c(=O)n(C)c(=O)n2C	-2	-11	-6	3	7	6	0.3	1	-2	4
Cc1ccc(-c2nn(-c3ccccc3)cc2C(=O)Nc2cccc(S(=O)(=O)N3CCOCC3)c2)cc1	1	7	0	-2	1	3	-0.4	0	4	-123
Cc1ccc(Cn2c(SCC(=O)Nc3cc(C)on3)nc3ccccc3c2=O)cc1	1	6	3	0	-1	-1	0.1	-1	2	1
C/C=C/c1ccc(OCCCCOc2ccccc2F)c(OC)c1	2	4	-1	-1	-6	-4	0.4	-3	-1	1
COc1cc(C(=O)NCC(c2cccnc2)N2CCN(C)CC2)cc(OC)c1OC (stereo not drawn)	0	-4	2	1	-1	0	0.2	1	4	0
CCN(CC)CCOCCOC(=O)C1(c2ccccc2)CCCC1	-8	2	-5	4	2	8	-0.7	0	-1	1
COCCCN(C(=O)Cc1ccc(S(=O)(=O)N2CCOCC2)s1)c1c(N)n(Cc2ccccc2)c(=O)[nH]c1=O	9	3	9	-8	4	0	0.0	-5	5	-6
COc1ccc(C(=O)NCc2cccnc2)cc1S(=O)(=O)N1CCCc2ccccc21	-1	5	-3	8	-1	3	0.3	-1	1	-5
Cc1cc(S(=O)(=O)N2CCN(c3c(C)cccc3C)CC2)ccc1F	0	-11	-6	5	-2	-1	0.0	-3	-2	-3
CC(C)Cn1c(CNC(=O)c2ccccc2)nc2ccccc21	-2	4	-1	-2	-7	-1	0.1	5	1	-5
Cc1cc(C(F)(F)F)nc(NCc2cccnc2)n1	-2	-2	-3	0	-5	-3	0.0	-3	2	0
CCNC(=S)N/N=C/c1c(Cl)cccc1Cl	-3	-5	-3	-3	0	8	0.0	-1	-3	3
Cc1c(NC(=O)c2nn3c(C(F)(F)F)cc(-c4ccccc4)nc3c2Br)c(=O)n(-c2ccccc2)n1C	1	-2	0	-1	3	4	0.1	-6	-1	1
COc1ccc(S(=O)(=O)N2CCCCC2C(=O)O)cc1 (stereo not drawn)	-1	-9	-3	6	-2	3	0.4	3	5	-6
CCOc1ccc(S(=O)(=O)Nc2cnc3ccccc3c2)cc1	1	11	-4	-2	-5	2	-0.3	4	-1	1
CC(C)c1ccc(C2NC(=S)NC3=C2C(=O)CCC3)cc1 (stereo not drawn)	5	-6	-3	-2	4	-7	-0.1	3	1	7
CC(=O)c1cc(-c2ccccc2)n(CC(=O)Nc2cccc(C)c2C)c1C	3	-13	-6	2	-3	5	-0.6	-2	-4	-4
COc1cccc(/C=N/NC(=O)CCCc2ccc(OC)c(C)c2)c1	-3	-7	4	3	-9	4	0.4	-3	0	1
CC1(C)C2CCC1(CS(=O)(=O)Nc1ccc(S(=O)(=O)N3CCCCC3)cc1)C(=O)C2 (stereo not drawn)	0	8	-2	-3	0	10	0.2	0	-2	0

Shown in markdown: 3 of the compounds above.
| Molecule | PRMT1 inh | TDP2 inh | MBD2 DNA inh | LEDGF integ inh | Tn7 DDE FP | TCR CD3 inh | proKLK7 act | DDE Tn6 FP inh | UHRF1 binding | SIAE inh |
| --- | --- | --- | --- | --- | --- | --- | --- | --- | --- | --- |
| Cc1cc(C(F)(F)F)nc(NCc2cccnc2)n1 | -2 | -2 | -3 | 0 | -5 | -3 | 0.0 | -3 | 2 | 0 |
| CCNC(=S)N/N=C/c1c(Cl)cccc1Cl | -3 | -5 | -3 | -3 | 0 | 8 | 0.0 | -1 | -3 | 3 |
| Cc1c(NC(=O)c2nn3c(C(F)(F)F)cc(-c4ccccc4)nc3c2Br)c(=O)n(-c2ccccc2)n1C | 1 | -2 | 0 | -1 | 3 | 4 | 0.1 | -6 | -1 | 1 |

Continued.
SMILES	PRMT1 inh	TDP2 inh	MBD2 DNA inh	LEDGF integ inh	Tn7 DDE FP	TCR CD3 inh	proKLK7 act	DDE Tn6 FP inh	UHRF1 binding	SIAE inh
CC(/C=N/Nc1nnc(C)c(=O)[nH]1)=C\c1ccccc1	3	1	4	-2	-5	-4	-0.3	3	4	7
CCN1CCN(C(=O)CSc2cc(=O)n(C)c3ccccc23)CC1	-1	-8	0	1	-2	2	-0.1	6	3	-2
CCCN(CCC)CCCNC(=O)c1ccc2c(Cl)c3c(nc2c1)CCC3	-2	1	-2	3	0	-1	0.4	6	-1	-4
CN(C(=O)c1cccc(N2C(=O)C3CC=CCC3C2=O)c1)C1CCCCC1 (stereo not drawn)	5	-8	-1	-2	9	-7	-0.6	0	2	3
CCCS(=O)(=O)N1CCCC(C(=O)NCCN(Cc2ccccc2)C(C)C)C1 (stereo not drawn)	-4	-8	1	-1	-12	2	-0.2	-9	2	0
CCc1ccc(-c2cc(C(=O)NCc3ccco3)c3ccccc3n2)s1	6	1	0	1	2	3	41*	1	-1	-2
COc1ccc(NC(=O)COC(=O)CCCN2C(=O)c3ccccc3C2=O)cc1Cl	-2	7	1	-1	4	5	0.2	-6	1	-6
CC(=NN(Cc1ccccc1)c1ccccc1)c1ccccc1	0	7	-5	-1	4	6	0.3	-1	0	4
NC(=O)C1CC(=O)N(c2ccc(OCc3ccc([N+](=O)[O-])cc3)cc2)C1 (stereo not drawn)	-2	5	0	-3	-1	4	0.4	1	-2	-7
NS(=O)(=O)c1cnccc1Nc1cccc(Br)c1	1	-1	0	5	0	11	-0.2	-4	-1	-3
CCCCCC(C)NC(=O)CN1C(=O)NC(C)(c2ccc3ccccc3c2)C1=O (stereo not drawn)	-2	-16	-8	0	-3	-2	0.3	7	1	4
O=C(NC(=S)NCCC1=CCCCC1)c1ccccc1Br	8	-8	-4	2	-1	9	-0.3	7	-2	-2
COC(=O)CSc1nnc2c3c4c(sc3nc(-n3nc(C)cc3C)n12)COC(C)(C)C4	-3	8	3	1	-1	3	10	-2	-7	-1
COc1ccc(OC)c2c1cc(C(=O)N[C@@H](C)C(=O)N[C@@H](C(=O)O)c1ccccc1)n2C	-2	2	-3	3	-7	4	-0.5	-2	-7	1
CN(C)C(CNC(=O)c1cc2ccccc2o1)c1ccccc1 (stereo not drawn)	1	6	4	-1	2	2	0.5	7	0	-3
C[C@@H]1CN([C@H](C)CO)C(=O)c2cc(Br)cnc2O[C@H]1CN(C)C	0	-1	-1	1	-7	7	0.2	-4	-1	-3
Cc1cccc(C)c1NC(=O)NC1CC2CCC(C1)N2Cc1cccs1 (stereo not drawn)	-4	-12	1	-1	-9	2	-0.5	6	-1	4
CCN1CCN(CC(=O)N2c3ccccc3CC2C)CC1 (stereo not drawn)	0	-2	0	1	0	-2	-0.4	2	5	3
Cc1c(C)c2ccc(OCC(=O)Nc3ccc(S(N)(=O)=O)cc3)c(C)c2oc1=O	-2	-14	-4	-2	-2	0	-1.7	-7	-2	-15
O=C(CSc1nc(C2CC2)n(-c2ccccc2)n1)NCc1ccco1	5	-1	-3	0	-6	-3	0.3	-1	-2	-1
O=C(Cn1cc(COC(=O)c2c3ccccc3cc3ccccc23)nn1)c1ccc(O)cc1	12	-11	10	-6	-1	-6	-9.8	-8	20	-21
CC(=O)c1ccc(S(=O)(=O)Nc2ccc(Cl)c(S(=O)(=O)N3CCCC3)c2)cc1	-1	-11	-3	3	-4	2	0.2	4	0	2
O=C(NCCC1CCCCN1S(=O)(=O)c1ccc(F)cc1)C(=O)NCc1ccncc1 (stereo not drawn)	-1	-8	1	2	2	12	0.5	1	-1	3
Cc1ccc(O)c(NC(=S)NC(=O)C(C)C)c1	1	-30	2	5	1	8	-0.1	-2	3	-9
CC(=O)OC12CC3CC(C1)C(=NO)C(C3)C2	-1	0	0	-4	2	-4	0.1	5	5	4
Cc1cc(-c2nnc3sc(C4CCCCC4)nn23)n[nH]1	0	-4	-2	3	-2	-6	0.2	-2	1	-2
O=C(O)CSc1nc2ccccc2c(=O)[nH]1	0	-15	0	2	4	2	0.0	1	-2	-6
Cc1ccc(S(=O)(=O)N(C)C)cc1NC(=O)C1CCCCC1	-3	12	-5	0	0	3	0.5	7	-1	6
CN(CC(=O)Nc1cccc(C(F)(F)F)c1)Cc1ccccc1	0	-12	3	-4	-2	-2	-0.3	-7	0	-2
Cc1ccc(C(=O)Cc2ccccc2)cc1	-2	-2	-2	0	4	0	-0.8	-2	0	-3
CCOc1cc(N2CCOCC2)c(OCC)cc1NC(=O)COC(=O)c1cc(C)oc1C	1	-2	15*	-6	-9	-1	0.5	0	4	2
C/C=C(/C)C(=O)O[C@@H]([C@H](O)c1cc2ccc(=O)oc2cc1OC)C(C)(C)O[C@@H]1O[C@H](CO)[C@@H](O)[C@H](O)[C@H]1O	-2	5	-7	2	-7	9	-0.4	3	1	2
c1ccc(-c2nccc(-c3ccc4c(c3)OCO4)n2)cc1	0	3	3	-1	-4	2	-1.5	3	-2	10
COc1ccc(-c2cc(C(F)(F)F)n3nc(C(=O)N4CCCCC4)cc3n2)cc1OC	-1	-7	-1	3	-1	-4	-7.6	-2	1	-3
CN(C(=O)c1cccc(NC(=O)Cc2ccc(NC(=O)C3CCCN(C(=O)C4CC4)C3)cc2)c1)C1CCCC1 (stereo not drawn)	-4	-1	-6	-1	-1	4	0.1	8	-1	0
COc1cc(C)nc(Oc2ccc(OCc3ccccc3)nn2)n1	-1	2	1	-2	-2	11	0.8	-3	1	1
